High-throughput results from PubChem.
Nrf2 inh – blocks Nrf2 signaling; A549 ARE-Fluc reporter, luciferase luminescence, 18-24 h; Potency, µM (series often up to 46 µM), without a hit: at the top dose activity change, negative = inhibition, usual class: inhibitors; 360,000 compounds, 2.1% hits; AID 504444; note: potency is the fitted concentration of half-maximal effect; % is set by controls: 0 for no effect and ±100 for the full control effect; nearly all actives have a fitted effect of over 60% in size
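Nrf2 activity is the BugLite luminescence, read 15 min after reagent at room temperature, following CellTiter-Fluor cytotoxicity readout (30 min, 37C). Compound titrations were applied for 18-24 h to 5000 A549 ARE_Fluc cells/well in 5% FBS OPTI-MEM.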
A549 tox – counter-screen for Nrf2 inhibitors: cytotoxicity in A549 cells; 390,000 compounds, 0.16% hits; Potency, µM (doses to about 46 µM), for the others: top-dose activity change, negative = cytotoxicity, hits mostly inhibitors; A549 ARE-Fluc cells, CellTiter-Fluor viability, 18-24 h; note: potency is the fitted concentration of half-maximal effect; % is set by controls: 0 for no effect and ±100 for the full control effect
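A549 ARE-Fluc cells in 5% FBS OPTI-MEM, 5000 cells/well, rested 2 h then exposed to compounds in concentration-response for 18-24 h at 37 °C. Viability by CellTiter-Fluor fluorescence (Ex 405/Em 525) after 30 min; luciferase luminescence (BugLite, 15 min, RT) read afterwards.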
HepG2 viability – counter-screen for TGF-b inhibitors: cytotoxicity in HepG2 cells; HepG2 CAGA-GFP viability, ATP luminescence, 18 h; Potency, µM (highest dose often 46.1 µM), inactives show at the highest dose activity change, negative = cytotoxicity, usual class: cytotoxic; 410,000 compounds, 0.76% hits; AID 588856; note: potency is the fitted concentration of half-maximal effect; some results filed as inactive show a strong effect at the top dose
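HepG2 CAGA-GFP cells (1000/well, DMEM with 1% FBS) received compound, then TGF-beta at 500 pg/mL final, and were incubated 18 hours at 37 degrees C. Viability was read by CellTiter-Glo luminescence. Media-only wells were set as complete cell-killing and DMSO as no toxicity.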
ATXN viability – cell viability loss in ATXN counter-screen. 400,000 compounds, 0.49% hits. AID 651635. S2 cells (HEK-293 line with an ATXN2-luciferase reporter) viability, CellTiter-Fluor protease fluorescence, 24 h. Potency, µM (highest dose often 56.7 µM), usual class: cytotoxic; note: potency is the fitted concentration of half-maximal effect; nearly all actives have a fitted effect of over 40% in size
Mm-Cpn inhibitor – inhibitors of Methanococcus maripaludis chaperonin (MmCpn). Potency, µM (series often up to 76.9 µM), for the others: at the highest dose activity, negative = inhibition, usual class: inhibitors. 330,000 compounds, 0.031% hits. purified Mm-Cpn ATPase, ADP Transcreener TR-FRET. AID 504842; note: potency is the fitted concentration of half-maximal effect; % is set by controls: 0 for no effect and ±100 for the full control effect; nearly all actives have a fitted effect of over 80% in size
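Compound-treated chaperonin, 25 nM final, turns over 10 uM ATP at 37°C for 30 min following a 10 min preincubation; ADP generated competes with ADP-d2 for Eu-cryptate antibody, lowering FRET.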
CCT chaperon mod – changes cytosolic chaperonin activity; purified chaperonin ATPase assay, HTRF ADP detection, 30 min; activity change, % (concentration not given with the values), hits read low; 360,000 compounds, 0.3% hits; AID 651819; in the data active = activity change below about -30%; note: % is set by controls: 0 for no effect and ±100 for the full control effect
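TRiC (40 or 20 nM final, by batch activity) in 30 mM Tris pH 7.4, 100 mM KCl, 5 mM MgCl2, 1 mM DTT was treated with compound at 76 uM single dose, then 10 uM ATP, 30 min at 37 °C. ADP was read by HTRF Transcreener.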
Nrf2 activator – activates Nrf2 signaling; AREc32 ARE-luciferase reporter (MCF7-derived line), luminescence, 24 h; Potency, µM (series often up to 46.1 µM), inactives show top-dose activation, usual class: activators; 410,000 compounds, 0.31% hits; AID 624171; note: potency is the fitted concentration of half-maximal effect; % of control where 0% means no effect; nearly all actives have a fitted effect of over 65% in size
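ARE-driven firefly luciferase activity in AREc32 cells measured after a 24 hr compound exposure at 37 deg C, using Steady-Glo reagent and a 30 min room-temperature hold.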
pAkt inh – inhibitors of Akt phosphorylation; Neuro2A IGF-stimulated pAkt S473 HTRF, 20 min; hits give low values; activity change, % for hits at 50 µM; 360,000 compounds, 0.32% hits; in the data active = activity change below about -80%; inconclusive = mostly about -51% to -80%; note: % is set by controls: 0 for no effect and ±100 for the full control effect
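Neuro2A cells in DMEM with 0.5% FBS, overnight at 37 deg C, given compound at single 50 µM final, then IGF (6 nM final) for 20 min at 37 deg C. Lysed; phospho-Akt Ser473 by HTRF after 24 h, 665/615 ratio.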
TGFb inhibitor – blocks TGF-b signaling | HepG2 CAGA-GFP TGF-b/SMAD3 reporter, GFP fluorescence, 18 h; TGF-beta stimulated, 500 pg/mL final | 410,000 compounds, 1.2% hits | Potency, µM (titrated, usually from 46.1 µM), without a hit: top-dose activity, negative = inhibition, usual class: inhibitors; note: potency is the fitted concentration of half-maximal effect; % is set by controls: 0 for no effect and ±100 for the full control effect; nearly all actives have a fitted effect of over 65% in size
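Cell-based qHTS in HEPG2 carrying a CAGA-GFP Smad reporter; compounds added before 500 pg/mL final TGF-beta, 18 h incubation at 37 degrees C, GFP fluorescence quantified per cell by imaging cytometry.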
* marks the source's active call; other numbers are inactive results; i = inactive; ? = inconclusive; . = no result given; & = joins results of further samples; [ ] = another dose, or the depositor's remark. Unless noted, calls come from the whole dose curve; as a rule, active = well fitted curve in the direction sought with a large enough effect; inconclusive = small, poorly fitted or top-dose-only effect, or another doubt; inactive = no such curve, though single readings can be large; an effect the other way counts as inactive or inconclusive.

SMILES	Nrf2 inh	A549 tox	HepG2 viability	ATXN viability	Mm-Cpn inhibitor	CCT chaperon mod	Nrf2 activator	pAkt inh	TGFb inhibitor
COc1ccc(S(=O)(=O)N(C)CC(=O)NCCN2CCOCC2)cc1C	10.1%	4.7%	22.8%	i	-3.0%	-1.9	-0.6%	i	0.0%
OC(C#Cc1ccccc1)(c1ccccc1)c1ccccc1	-6.8%	-1.0%	-16.8%	i	.	-0.5	3.1%	i	?
O=C(CN1CCCCCC1)Nc1ccc(S(=O)(=O)N2CCCCC2)cc1	15.2%	5.9%	-12.8%	i	-0.1%	-1.2	-0.1%	i	-14.0%
CNC(=O)c1c(NC(=O)Cc2coc3ccc(OC)cc23)sc2c1CCCC2	-12.8%	-2.4%	-17.1%	i	.	.	10.7%	.	13.1%
CC(=O)Nc1ccc(S(=O)(=O)n2cnc3cc(C)c(C)cc32)cc1	?	-0.4%	-15.3%	i	1.5%	-0.5	2.5%	i	-2.8%
Cc1cc(C)cc(-n2c(SCC(=O)N3CCOCC3)nc3c([nH]c4ccccc43)c2=O)c1	.	1.0%	-9.7%	i	.	.	1.4%	.	-2.0%
Cc1nn(C(C)C(=O)NCc2ccco2)c(=O)c2nn(-c3ccccc3)c(C)c12 (centres undefined)	?	?	-27.7%&-1.8%	i	1.8%	-1.0	0.4%&2.8%	.	-18.6%&9.4%
CCOc1ccc(NC(=O)CC2C(=O)N(CC)C(=S)N2CCN2CCOCC2)cc1 (centres undefined)	-0.9%	5.8%	-1.9%	i	-0.6%	-0.2	-0.7%	i	2.9%
CCCCCCCCCCOC(=O)NC1CCS(=O)(=O)C1 (centres undefined)	-14.3%	-2.0%	-30.0%	?	0.4%	0.3	2.7%	i	-28.0%
Cc1cccc(C(=O)NCCCN(C)CCCNC(=O)c2cccc(C)c2)c1	-1.4%	1.1%	-30.5%	i	-0.5%	-1.0	0.4%	i	16.5%
O=C(NCc1ccc2c(c1)OCO2)c1c(O)c2cccc3c2n(c1=O)CCC3	0.1%	-3.8%	-18.6%	i	0.0%	-3.0	-0.2%	i	8.4%
CC(C)NCC(O)COC1CCC(C(C)(C)C)CC1 (centres undefined)	?	-1.9%	-38.3%	i	-3.4%	0.1	0.0%	i	-4.3%
Cc1onc(-c2ccccc2)c1C(=O)N1CCCN2C(=O)c3ccccc3C21 (centres undefined)	-10.2%	1.0%	-1.4%	i	-1.1%	2.2	0.7%	i	14.8%
Cc1ccc(Nc2nnc(-c3cc4c(ccc5ccccc54)oc3=O)s2)cc1	12.7%	-2.8%	-8.3%	.	.	.	3.5%	.	1.9%
CC(=O)Nc1ccc(S(=O)(=O)N2CCN(c3cc(C)ccc3C)CC2)cc1	?	-6.0%	-12.6%	i	0.9%	-1.9	-0.9%	i	?
Cc1nn(-c2ccccc2)c(C)c1NC(=O)Cc1cccs1	15.1%	3.1%	2.3%	i	-0.2%	-1.2	-0.6%	i	-1.4%
C[C@@H]1CC[C@]2(O[C@H](CCO)C[C@H](O)[C@H]2O)O1	11.0%	-1.4%	-0.1%	i	.	-2.6	0.1%	i	6.4%
O=C(Nc1ccc(N2CCOCC2)c(Cl)c1)c1ccco1	.	0.9%	8.7%	i	-0.9%	-2.2	-0.5%	i	14.7%
CC(=O)N1CC2(C)CN(C(C)=O)CC(C)(C1)C2	29.0%	11.1%	-1.4%	i	1.0%	-1.0	-0.8%	i	-1.7%
O=C(CSCC(=O)Nc1cccc2ccccc12)Nc1cccc2ccccc12	27.8%	?	-15.0%	i	-1.1%	1.8	4.7%	i	-18.3%
O=C(COC(=O)Cc1ccc(F)cc1)Nc1cc(S(=O)(=O)N2CCOCC2)ccc1N1CCCC1	5.6%	-5.6%	-6.5%	?	-1.2%	-0.5	-0.3%	i	0.0%
c1ccc(-n2ncc3c(NCCCN4CCOCC4)ncnc32)cc1	?	3.3%	-16.4%	.	0.8%	2.1	0.4%	.	1.4%
CN1CCC(N(C)C(=O)c2ccc(Cl)c(S(=O)(=O)N(C)c3ccc(Cl)cc3)c2)CC1	-6.2%	-3.4%	-1.3%	?	0.5%	-1.0	-0.7%	i	-22.9%
CCc1ccc(NC(=O)CCCn2nc(CC)n3c(cc4occc43)c2=O)cc1	?	-11.1%	-5.6%	i	-1.6%	-3.2	1.4%	i	5.6%
OC(c1ccccc1)c1nc2ccccc2[nH]1 (centres undefined)	-18.4%	-0.3%	12.4%	i	1.7%	-3.3	-1.7%	i	3.8%
CCCCn1nnc(NC(=O)C(c2ccccc2)c2ccccc2)n1	-7.9%	0.9%	-8.5%	i	0.1%	-3.2	0.4%	i	-0.4%
N#Cc1nc(COc2ccc(-c3ccccc3)cc2)oc1NCCCN1CCOCC1	?	-7.4%	-42.5%	?	0.9%	-2.6	2.5%	i	7.4%
COc1ccc(C(=O)Nc2ccc3oc(Cc4ccc(Cl)cc4)nc3c2)cc1OC	?	-18.0%	-22.6%	?	-0.3%	-4.4	3.9%	i	15.8µM*
O=C(c1ccccc1)N1CCCC(C(=O)N2CCN(c3ccccc3)CC2)C1 (centres undefined)	0.0%	0.6%	24.9%	i	-0.5%	-0.5	0.0%	i	1.7%
COc1cccc(NC(=O)Cn2c(=O)n(-c3ccc(Cl)cc3)c(=O)c3oc4ccccc4c32)c1	?	1.9%	-27.5%	.	.	.	5.8%	.	?
CCCN(Cc1ccccc1)C(=S)Nc1ccc(OCC)cc1	-11.8%	2.8%	0.4%	i	0.3%	-0.8	4.1%	i	-22.8%
O=C(Nc1ccccc1)OCCNC1CCCCC1	11.0%	-3.4%	-6.5%	i	.	0.8	-0.8%	i	?
O=c1cc(CSc2nnnn2-c2ccccc2)nc2sccn12	-24.8%	0.0%	9.8%	i	-0.6%	1.0	-0.8%	i	15.1%
COc1ccc(C2C(C#N)=C(N)OC3=C2C(=O)CC(C)(C)C3)c([N+](=O)[O-])c1OC (centres undefined)	6.3%	0.2%	3.0%	i	0.3%	0.2	8.6%	i	-2.1%
Cc1ccc(C2=NOC(C)(c3nnc(Cc4ccccc4)o3)C2)cc1 (centres undefined)	-2.5%	-5.5%	-4.7%	i	.	-0.6	-1.0%	i	1.4%
O=C(CCn1nc(-c2ccccc2)ccc1=O)N1CCCC1	3.2%	-6.4%	-1.5%	?	-1.2%	-5.6	-0.6%	i	19.9%
COC(=O)c1ccc(NC(=O)CNS(=O)(=O)c2cccs2)cc1	?	10.5%	28.6%	i	1.0%	1.6	0.2%	.	9.5%
C/C(CC(C)(C)C1CCCCC1)=N\NC(N)=S	?	-4.2%	11.2µM*	31.6µM*	-0.4%	0.4	-0.2%	i	6.31µM*
CC(C)N(Cc1nc(-c2ccccc2)no1)C(=O)CN(C)S(=O)(=O)c1ccccc1	.	10.5%	-22.5%	i	-2.0%	3.7	-0.1%	i	0.4%
Cc1ccc(NC(=O)CCS(=O)(=O)c2ccc(Br)s2)cc1	-3.3%	0.4%	-8.5%	i	-4.6%	-1.3	3.7%	i	-13.8%
COc1ccc(S(=O)(=O)CC2(O)CCN(C(=O)CC(C)C)CC2)cc1	0.7%	-0.9%	1.7%	i	1.1%	0.5	-0.4%	i	14.3%
CC(OC(=O)c1ccc(Br)o1)C(=O)Nc1ccc2c(c1)OCCO2 (centres undefined)	0.6%	0.1%	-12.5%	i	-2.5%	1.8	-0.5%	i	3.9%
Cn1c(O)c(C(C#N)=C2N=c3ccccc3=N2)c2ccccc21	6.7%	-5.5%	-11.8%	?	0.8%	-2.8	18.4%	i	-12.5%
Cc1ccc(S(=O)(=O)N2CCOCC2)cc1NC(=O)CSc1nnnn1C1CC1	.	.	4.2%	i	.	0.2	-0.4%	i	-3.5%
O=C(NN1C(=O)C2C3CCC(O3)C2C1=O)c1ccc(Br)o1 (centres undefined)	-3.1%	-9.4%	-30.8%	i	0.6%	-2.3	0.1%	i	1.9%
CC1=NNC(=O)/C1=C\c1cn(-c2ccccc2)nc1-c1ccccc1	?	?	10µM*	26.7µM*	0.3%	-0.4	-3.9%	i	8.91µM*
CCSc1nnc(-c2ccncc2)o1	-5.5%	-3.5%	3.3%	i	-0.4%	-0.2	0.2%	i	3.0%
O=C(NC(=S)NNC(=O)c1ccccc1O)c1cccs1	8.8%	7.7%	-29.4%	i	-4.6%	-1.8	3.1%	i	-5.2%
COc1cc(OC)cc(-c2noc(-c3csc([C@@H]4O[C@H](CO)[C@H](O)[C@H](O)[C@H]4O)n3)n2)c1	.	.	-7.3%	i	.	-1.0	3.0%[9.22 µM]	i	-8.7%
COc1cc(/C=N/NC(=O)CCN2CCN(C(c3ccccc3)c3ccccc3)CC2)ccc1O	4.4%	3.6%	-37.0%	i	-1.2%	-4.8	3.8%	i	-20.1%
